PGC1a acetyl inh = inhibitors of PGC1a acetylation signal, primary screen, cell-based, U2OS, AlphaScreen, inhibitor mode; AlphaScreen anti-acetyl-lysine; with virally co-expressed GCN5 acetyltransferase; inhibition, % at 15.6 µM; hit rate 0.17% among 350,000; AID 651687, 2012;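 active means every replicate shows inhibition of at least 40%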;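 further: 0% = neutral control wells and 100% = positive control wells; some results beyond the cut were filed as inactive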
Cneo AK release = Cryptococcus neoformans cell lysis inducers, primary screen, AK release luminescence, single concentration | C. neoformans lysis, adenylate kinase release luminescence, 4 h; normalised: neutral wells 0, clomiphene wells 100 | hit rate 0.2% among 360,000 | AID 651654, 2012 | lysis activity, % at 15 µM;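 active means mean lysis activity across replicates of at least 80%, whatever share of replicates individually reach that level; inactive means mean lysis activity below 80%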
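Test system: log-phase Cryptococcus neoformans yeast cells; Quantity: yeast cell density of 5 × 10^6 cells/mL; Buffer or medium: YPD; Doses: single compound concentration per well; Timing: 4 h at 37 °C static, read 1 h later; Measured by: AK luminescence; Read-out basis: lysis from increased AK signal; Control set: Clomiphene as positive control.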
LGR2 inh = inhibitors of bursicon-induced LGR2 CRE-luciferase signal, primary screen, cell-based, HEK293, CRE-luciferase reporter, bursicon stimulation; Drosophila bursicon receptor LGR2 (rickets); inhibition, % at 9.99 µM; AID 720647, 2013; bursicon-stimulated, 4 h; hit rate 0.35% among 380,000;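 active means drop in luminescence signal, shown as inhibition above about 50% in the replicate tests, limit read from the data, passing the limit was not always enough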;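 further: agonist challenge used bursicon conditioned medium at about half maximal strength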
PglD inh = C. jejuni PglD acetyltransferase inhibitors, primary screen, biochemical, DTNB colorimetric, single point. inhibition, % at 12.5 µM. UDP-N-acetylbacillosamine N-acetyltransferase PglD (Campylobacter jejuni). hit rate 0.098% among 360,000. purified PglD enzyme, DTNB colorimetric CoA detection. AID 602405, 2012; in the data active means inhibition above about 16%, passing the limit was not always enough; further: strong numbers were not always called active
ARNT TACC3 PPI = disruptors of ARNT/TACC3 protein interaction, primary screen, biochemical, AlphaScreen, single concentration; hit rate 0.66% among 390,000; inhibition, % at 9.99 µM; AlphaScreen His-ARNT PAS-B/GST-TACC3 binding, luminescence; TACC3 fragment carries E629A point mutation; Transforming acidic coiled-coil-containing protein 3 (Homo sapiens), Q9Y6A5;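 active means mean inhibition of replicates at least 50% and at least half of replicates each reaching 50%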;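 further: 0% = complete ARNT plus TACC3 wells and 100% = ARNT alone without TACC3; many hits fall short of the cut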
PAX8 inh HTS = inhibitors of PAX8-driven TPO luciferase reporter, primary screen, RMG-I cells, single concentration. SteadyGlo, 24 h. inhibition, % at 12.6 µM. hit rate 1.2% among 360,000. AID 652154, 2013;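 active means mean replicate inhibition at least 60% with every replicate also reaching 60%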;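 further: luciferase light reporting Pax8 driven TPO promoter activity; plate controls were median of neutral control wells for no effect and mitoxantrone controls for full effect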
GSIS activator = GLuc luminescence reporter in INS-1E cells, primary screen for activators of glucose-dependent secretion of insulin; hit rate 0.61% among 370,000; activation, % at 16.6 µM; INS-1E GLuc reporter insulin secretion, 2-3 h;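 active means lowest replicate activation of at least 40%, so every replicate reaches that level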;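 further: 0% = median of neutral control wells and 100% = median of IBMX positive control wells; some compounds called inactive have numbers as strong as hits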
C2C12 statin = suppressors of statin myotoxicity in C2C12 myotubes, primary screen, cell-based, single point, plate reader | C2C12 myotubes + simvastatin, ATP luminescence, 48 h; scaled: DMSO 0, geranylgeraniol control 100 | rescue of ATP level, % at 7.49 µM | hit rate 0.78% among 330,000 | AID 602340, 2012;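 active means mean ATP rescue above about 67%, or every replicate alone reaching that limit, limit read from the data, passing the limit was not always enough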;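 further: myotubes were challenged with 10 µM simvastatin during compound exposure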
* = called active by the depositor; x = not tested or not shown; & = joins results of further samples.

SMILES	PGC1a acetyl inh	Cneo AK release	LGR2 inh	PglD inh	ARNT TACC3 PPI	PAX8 inh HTS	GSIS activator	C2C12 statin
C[C@H](O)C#Cc1ccc([C@H]2[C@H](CO)N3CCCCN(C(=O)c4cccc(F)c4)C[C@@H]23)cc1	-2	0	-2	-8	-8	-9	-5	23
Cc1cccc(C(=O)Nc2ccc(O)cc2)c1	4	-5	x	0	-4	x	x	0
CCCN1CCCc2ccccc21	13	0	-2	6	7	x	3	-42
N#Cc1cccc(-n2nnnc2-c2ccc3c(c2)OCO3)c1	3	-1	x	4	x	-23	x	x
CC(C)Oc1ccc(CN2CCCC(CO)(Cc3ccc(F)cc3)C2)cc1 (stereo not drawn)	3	2	4	0	-5	2	-38	-6
COCc1cn(CC[C@H]2CC[C@H](NC(=O)Nc3ccc(C(F)(F)F)cc3)[C@H](CO)O2)nn1	0	13	0	-2	2	x	-10	-9
C[C@@H]1CN([C@@H](C)CO)S(=O)(=O)c2ccc(/C=C/c3ccccc3)cc2O[C@@H]1CN(C)C(=O)NC1CCCCC1	8	-1	28	-2	-5	18	4	15
NC(=O)c1cccc(NC(=O)CCCCC(=O)Nc2cccc(C(N)=O)c2)c1	0	-2	4	2	23	-8	10	-6
CCN1CCN(Cc2ccc(NC(=O)c3ccc(C)c(NC(=O)c4cc(-c5ccc(Br)cc5)n[nH]4)c3)cc2C(F)(F)F)CC1	-15	-1	3	-5	x	-2	-6	-21
COC(=O)C[C@H]1C[C@@H]2c3cc(NC(=O)Nc4ccccc4)ccc3O[C@@H]2[C@@H](CO)O1	12&0	6&3	24	-6&-3	15	-23&1	6&-15	-5&-15
CCN1C(=O)[C@H]2[C@@H](c3ccc(-c4cccc(Cl)c4)c(OC)c3)N3CCCC[C@@]3(C(=O)OC)[C@H]2C1=O	8	1	x	0	2	5	x	-2
COc1ccc(N(CC(=O)NCc2ccccc2)C(=O)Cn2nnc(-c3ccccc3F)n2)cc1OC	5	x	7	x	-7	11	4	x
Cc1c(C(=O)O)oc2ccc(S(=O)(=O)N(CC(C)C)CC(C)C)cc12	-4	1	x	1	-5	x	x	x
CCOC(=O)c1ccc(NC(=O)N2CCN(CCc3ccccc3)CC2)cc1	9	0	x	-2	6	x	x	-11
O=C(COC(=O)C1C2CC3OC(=O)C1C3C2)Nc1ccc(Cl)cc1 (stereo not drawn)	14	1	-3	-1	-4	13	0	4
Cc1ccc(C(=O)c2coc3ccc(O)c(CN(C)C)c23)cc1	-3	3	-6	3	0	0	4	6
COc1cc(C)c(NC(c2ccccc2)c2ccccc2)cc1OC	x	x	-9	x	6	18	3	x
COc1cc2oc(=O)ccc2cc1-c1c(OC)ccc2ccc(=O)oc12	8	-1	-6	1	-1	x	15	-4
CCCN1C[C@@H](C)[C@H](OC)CN(C)C(=O)c2ccc(NC(=O)c3cnccn3)cc2OC[C@@H]1C	-10	-5	9	8	-10	-11	23	-13
Cc1nc2c3ccccc3nc(NNC(=O)CCC(=O)NCCC(C)C)n2n1	x	x	8	x	1	43	-2	x
COc1cc(N2CCCC2)c(OC)cc1/C=C(/C#N)c1cccc(Br)c1	-4	0	x	6	2	x	x	-54
O=C(Nc1ccc(Cl)cc1)c1ccc(OC2CSC2)cc1	x	x	-50	x	-9	-43	18	x
Cc1ccc(NC(=O)COC(=O)C2CCC(=O)N2)c([N+](=O)[O-])c1 (stereo not drawn)	5	x	17	x	-4	-12	22	x
O=C(COc1ccccc1O)N1CCN(C(=O)c2ccco2)CC1	-8	0	x	-2	-4	x	x	4
O=[N+]([O-])c1ccc(O)c2ncccc12	1	-5&-1	101*	-5&-1	56*	25	x	-42
O=C(Cc1ccccc1F)NNC(=O)c1cccs1	-10	0	-3	-5	6	x	19	-5
CCOc1ccc(N2CC(C(=O)Nc3ccccc3N3CCCC3)CC2=O)cc1 (stereo not drawn)	-3	-1	15	-2	3	9	-22	-1
O=C(CN1C(=O)NC2(CCOc3ccccc32)C1=O)c1ccc(Cl)s1 (stereo not drawn)	x	0	6	-2	-1	5	-30	9
CCCCCCSc1ccc([C@H]2N[C@@](Cc3ccccc3)(C(=O)OC)[C@H]3C(=O)N(C)C(=O)[C@@H]23)cc1	x	0	2	-3	14	19	-6	0
COc1cc(Nc2ccc(S(=O)(=O)N3CCN(C)CC3)cc2[N+](=O)[O-])cc(OC)c1	x	1	-1	-2	9	-4	6	-2
O=C(CSC1=NS(=O)(=O)c2cc(F)ccc2N1)NCc1ccc(F)cc1	x	x	-9	x	-4	-12	8	10
CN=C(NC1CCCCC1)c1ccc([N+](=O)[O-])cc1	20	2	-12	4	-3	16	10	-14
Cc1cc(OCC(=O)NCCc2c[nH]c3ccccc23)c2c(C)cc(=O)oc2c1	-1	-3	5	5	-35	x	-5	1
COc1ccc(CNC(=O)c2cc(C3CC3)nc3c2cnn3C(C)C)cc1OC	1	3	-6	1	8	-8	-10	10
O=C(Nc1cc(Cl)ccc1Cl)P(=O)(O)c1ccccc1	0	4	14	0	-19	25	0	6
COc1cccc(CNC(=O)c2cc(=O)[nH]c3ccc(S(=O)(=O)N4CCOCC4)cc23)c1	-1	-1	9	0	-3	-13	21	-10
CC(C)NC(=O)Nc1ccc2c(c1)C(=O)N([C@@H](C)CO)C[C@@H](C)[C@@H](CN(C)Cc1ccccc1)O2	-5	-3	0	1	-9	-4	12	-20
O=[N+]([O-])c1ccc(-c2ccc(/C=N/Nc3nc(NCc4ccccc4)nc(N4CCOCC4)n3)o2)cc1	x	x	-13	x	1	46	-9	x
Cc1cc2c(NCC(C)O)ncnc2s1 (stereo not drawn)	11	0	x	-1	-1	-2	x	9
CN(c1ccccc1)S(=O)(=O)c1ccc(NC(=S)Nc2ccccc2)cc1	14	-1	x	-1	-4	x	13	-120

5 compounds picked at random from the list so far:
SMILES	PGC1a acetyl inh	Cneo AK release	LGR2 inh	PglD inh	ARNT TACC3 PPI	PAX8 inh HTS	GSIS activator	C2C12 statin
O=[N+]([O-])c1ccc(-c2ccc(/C=N/Nc3nc(NCc4ccccc4)nc(N4CCOCC4)n3)o2)cc1	x	x	-13	x	1	46	-9	x
O=C(Nc1cc(Cl)ccc1Cl)P(=O)(O)c1ccccc1	0	4	14	0	-19	25	0	6
COc1cc(N2CCCC2)c(OC)cc1/C=C(/C#N)c1cccc(Br)c1	-4	0	x	6	2	x	x	-54
COc1ccc(CNC(=O)c2cc(C3CC3)nc3c2cnn3C(C)C)cc1OC	1	3	-6	1	8	-8	-10	10
Cc1cc2c(NCC(C)O)ncnc2s1 (stereo not drawn)	11	0	x	-1	-1	-2	x	9

6 neighbouring entries from above, quoted:
SMILES	PGC1a acetyl inh	Cneo AK release	LGR2 inh	PglD inh	ARNT TACC3 PPI	PAX8 inh HTS	GSIS activator	C2C12 statin
O=C(Nc1cc(Cl)ccc1Cl)P(=O)(O)c1ccccc1	0	4	14	0	-19	25	0	6
COc1cccc(CNC(=O)c2cc(=O)[nH]c3ccc(S(=O)(=O)N4CCOCC4)cc23)c1	-1	-1	9	0	-3	-13	21	-10
CC(C)NC(=O)Nc1ccc2c(c1)C(=O)N([C@@H](C)CO)C[C@@H](C)[C@@H](CN(C)Cc1ccccc1)O2	-5	-3	0	1	-9	-4	12	-20
O=[N+]([O-])c1ccc(-c2ccc(/C=N/Nc3nc(NCc4ccccc4)nc(N4CCOCC4)n3)o2)cc1	x	x	-13	x	1	46	-9	x
Cc1cc2c(NCC(C)O)ncnc2s1 (stereo not drawn)	11	0	x	-1	-1	-2	x	9
CN(c1ccccc1)S(=O)(=O)c1ccc(NC(=S)Nc2ccccc2)cc1	14	-1	x	-1	-4	x	13	-120

(more compounds)
SMILES	PGC1a acetyl inh	Cneo AK release	LGR2 inh	PglD inh	ARNT TACC3 PPI	PAX8 inh HTS	GSIS activator	C2C12 statin
CCCCNc1ccc(C(CC(N)=O)NC(=O)Cc2cccc3ccccc23)cc1[N+](=O)[O-] (stereo not drawn)	x	3	5	1	-1	10	2	3
COc1ccc(S(=O)(=O)Nc2ccc3c(c2)C(=O)N([C@@H](C)CO)C[C@H](C)[C@@H](CN(C)CC2CC2)OCCCC[C@H](C)O3)cc1	-9	1	8	-2	1	6	-10	1
Cc1cc(OCC(=O)NCCO)ccc1Cl	4	1	x	1	-3	-17	x	-4
CCCNC(=O)[C@@H]1[C@@H](CO)[C@@H]2Cn3c(ccc(-c4cccc(F)c4)c3=O)[C@@H]2N1C(C)=O	x	-1	-3	-1	-1	-7	3	11
CC1CCCCC1NC(=O)CSc1nnnn1-c1ccccc1 (stereo not drawn)	-7	-1	x	-1	2	6	x	x
Cc1ccc(S(=O)(=O)N(C)C[C@H]2Oc3ccc(NC(=O)c4ccncc4)cc3C(=O)N([C@H](C)CO)C[C@@H]2C)cc1	5	1	-3	-1	-4	-14	4	-7
Cc1nc(N2CCN(c3ccccn3)CC2)c2c(C)c(C(=O)Nc3c(F)cc(F)cc3Br)sc2n1	-21	5	11	-1	5	42	19	7
CC(=O)Cn1c(N2CCC(Cc3ccccc3)CC2)nc2c1c(=O)[nH]c(=O)n2C	9	1	x	2	0	x	x	4
CCOC(=O)c1ccc(N2C(=O)C(O)=C(C(C)=O)C2c2ccc([N+](=O)[O-])cc2)cc1 (stereo not drawn)	1	1	13	6	4	-2	-2	-2
COc1ccc(CCC2(C)NC(=O)N(C(C)C(=O)Nc3ccccc3F)C2=O)cc1 (stereo not drawn)	6	2	4	2	-3	3	-8	-6
CC(=O)c1cccc(NC(=O)CNC(=O)Cc2cccc3ccccc23)c1	-4	3	-15	-2	-5	14	-24	-1
CSc1ccc(C(=O)C2CCCN(Cc3cccn3-c3cccnc3)C2)cc1 (stereo not drawn)	x	-3	x	2	8	19	x	0
CN(C)CCCNC(=S)N1CCC(C(=O)c2ccc(Cl)cc2)CC1	0	-1	-9	-5	x	14	-4	-32
COc1ccc(N(CC(=O)Nc2ccc(Cl)cc2)S(=O)(=O)c2c(C)n[nH]c2C)cc1	-22	1	18	-1	0	3	-36	12
O=C(C1CCN(S(=O)(=O)c2ccccc2[N+](=O)[O-])CC1)N1CCOCC1	x	0	-23	8	7	-13	17	2
COc1cc(/C=C2/SC(=O)N(Cc3ccccc3)C2=O)ccc1OCc1ccncc1	1	11	x	1	1	x	x	x

Screening results (PubChem BioAssay)
